S3 lipid droplet: qHTS Assay for Lipid Storage Modulators in Drosophila S3 Cells | 320,000 compounds, 0.64% hits | lipid storage change, negative = inhibition, % at the top dose, mostly 46.1 µM; hits show Potency in µM | Drosophila S3 cells, BODIPY lipid droplet fluorescence, 18-24 h; cells fed with added oleic acid; active = well fitted inhibition curve with a large enough effect in the signal ratio, with a control signal flat, not every such curve was filed as active; inconclusive = small, poorly fitted or top-dose-only effect, or effect the other way, or a change in a side signal; the % refers to the signal ratio
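Drosophila S3 cells loaded with oleic acid (400 uM, as added) and compounds at several concentrations; lipid droplets imaged by 488-nm laser-scanning cytometry, 500–530 nm intensity and object ratio to cell channel. Percent activity normalized to 20 uM Triacsin C.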
S3 lipid droplet cell count max: also measured in S3 lipid droplet; calls as there; cell number change, %; measured here: cell count max response;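 cells counted by Cell Tracker Red CMTPX staining in the red channel; peak over a dose series mostly up to 46.1 µM; percent activity relative to internal control wells on each plate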
Active calls of the source: *; i = inactive; ? = inconclusive; nt = no result given; [ ] = remark or other dose. % is set by controls: 0 for no effect and ±100 for the full control effect; potency is the fitted concentration of half-maximal effect. The list is partial; count on the stated rates, not on these rows.

molecule,S3 lipid droplet,S3 lipid droplet cell count max
Cc1ccccc1NC(=O)CSc1nnc2ccc(-c3ccncc3)nn12,?,nt
Cc1cc(C)c2nc(SCC(=O)N3CCCCC3)c(C#N)cc2c1,?,nt
O=C(NCCN1CCOCC1)c1ccc2c(c1)N(Cc1ccccc1F)C(=O)CS2,-8%,9
Cc1ccc(OCCC(=O)OCC(=O)Nc2ccc3[nH]c(=O)[nH]c3c2)cc1,-25%[0.0737 µM],12
Cc1ccc(Cn2c(=N)n(CC(=O)c3ccc([N+](=O)[O-])cc3)c3ccccc32)cc1,3%,1
CCC1CCc2sc(C(=O)N(C)CC(=O)Nc3cccc(OC)c3)cc2C1 (configuration not stated),?,nt
COc1ccccc1C1(O)CCN(CC(=O)Nc2c(C)nn(C)c2C)CC1,?,nt
Cc1cc[n+]2cc(-c3cccc([N+](=O)[O-])c3)c(-c3cccc([N+](=O)[O-])c3)cc2c1,1%,-8

Next section
molecule,S3 lipid droplet,S3 lipid droplet cell count max
CCS(=O)(=O)N1CCC(C(=O)Oc2ccc(Cl)cc2)CC1,17%,1
CC(C)(C)CC(=O)Nc1nnc(CCc2ccccc2)s1,?,nt
Cn1cccc1C1NC(=O)c2c(sc3c2CCC(C(C)(C)C)C3)N1 (configuration not stated),?,nt
CCc1nc(OCc2ccccc2)c2sc3nc4c(cc3c2n1)COC(C)(C)C4,?,nt
Cn1c(O)c(N=NC(=O)CNC(=O)c2ccccc2)c2cc(Br)ccc21,?,nt
Cc1ccc2cc(C#N)c(NCc3ccccc3)nc2c1,-6%,-3
O=C(NC1CCCCCCC1)c1ccc(F)cc1,?,nt
O=C(NCC1c2ccccc2CCN1C(=O)CN1CCOCC1)C1CCCCC1 (configuration not stated),7%,4

Next section:
molecule,S3 lipid droplet,S3 lipid droplet cell count max
CCCN(CCC)c1ccc(C(O)c2nnc(-c3ccccc3)o2)cc1 (configuration not stated),?,nt
Cc1ccccc1NC(=O)CSc1nc2ccccc2c2nc(CCn3cncc3C)nn12,?,nt
Oc1[nH]c2ccc(Br)cc2c1N=Nc1nn[nH]n1,?,nt
Cn1cc(C(=O)NCC2COc3ccccc3O2)c(=O)c2cc(S(=O)(=O)N3CCCCC3)ccc21 (configuration not stated),?,nt
CCOC(=O)c1ccc(NC(=S)N(CCCN2CCN(CC)CC2)Cc2cccs2)cc1,i,nt
COc1cccc2c1OC1(C)CC2NC(=O)N1Cc1ccccc1 (configuration not stated),i,-2
CN(C)CCNC(=O)Nc1ccc(Cl)c(Cl)c1,?,nt
CCN(CC)C(=O)c1cc(-c2ccc3c(c2)OCO3)on1,i,nt

Further entries
molecule,S3 lipid droplet,S3 lipid droplet cell count max
COc1ccc(NC(=O)c2ccc3ccccc3n2)cc1S(=O)(=O)Nc1ccccc1Cl,?,nt
O=C(CSc1nnnn1C1CCCCC1)N1CCc2ccccc21,-23%,13
COCCNC(=O)C(=O)Nc1cccc(Br)c1,?,nt
O=C(CNC(=O)c1ccccc1F)OCC(=O)c1ccc(Cl)s1,-12%,-7
CCn1c(-c2sc(-c3ccccc3)nc2C)n[nH]c1=S,?,nt
CCn1c(SCC(=O)Nc2ccccc2)nnc1C1CCCCC1,-10%,-3
O=C(Nc1cccc(NC(=O)c2ccccc2[N+](=O)[O-])n1)c1ccccc1[N+](=O)[O-],-2%,-14
Cc1ccc(OCC(=O)NC(=S)Nc2cccc(NC(=O)c3ccccc3)c2)cc1,10%,-13

Continuation:
molecule,S3 lipid droplet,S3 lipid droplet cell count max
CC(C)N(C(=S)Nc1cc(S(=O)(=O)N2CCOCC2)ccc1Cl)c1ccccc1,-2%,-22
CCc1nnc(NC(=O)c2ccc3c(c2)C(=O)N(CC(C)C)C3=O)s1,-9%,-8
CN(C)C(CNC(=O)CNC(=O)c1ccc2ccccc2c1)c1ccccc1 (configuration not stated),?,nt
C/C(=N\NC(=O)CSCc1ccc([N+](=O)[O-])cc1)c1ccccc1O,?,nt
Cc1ccc(-c2nc3ccccc3c(=O)n2N)cc1,i,12
COc1c(C(=O)Nc2c(C)n(C)n(-c3ccccc3)c2=O)ccc2ccccc12,i,nt
O=C(COC(=O)c1ccc(Cl)nc1)NC(=O)c1ccc(OC(F)F)cc1,7%,2
CC(C)c1ccc(CC(NC(=O)c2ccccc2)C(=O)NCC(=O)O)cc1 (configuration not stated),?,nt

Going on with the list:
molecule,S3 lipid droplet,S3 lipid droplet cell count max
O=C(CCN1CCCCC1)Nc1cccc(Cl)c1,26µM*,-28*
CCCOc1ccc(/C(O)=C2/C(=O)C(=O)N(CCCOC)C2c2ccncc2)cc1 (configuration not stated),?,nt
Cc1cc(C)nc(N2C(=O)CC(Cc3ccccc3)C2=O)n1 (configuration not stated),2%,1
COCCCNC(=O)CN(Cc1ccccc1)S(=O)(=O)c1ccccc1,-3%,5
O=Cc1cn(CCC(=O)O)nc1-c1cccc2ccccc12,-26%,2
CCc1ccc(-c2csc(NC(=O)C3=COCCO3)n2)cc1,23%,nt
COCCOC(=O)C1=C(C)OC(N)=C(C#N)C1c1ccc2c(c1)OCO2 (configuration not stated),?,nt
NNC(=O)c1ccc(Oc2cc(Cl)cc(Cl)c2)o1,6%,16

(list continues)
molecule,S3 lipid droplet,S3 lipid droplet cell count max
Cc1ccc(C(=O)N2CCN(c3ccc(NC(=O)Cc4ccccc4)cc3)CC2)cc1,?,nt
CSc1ncc(C(=O)Nc2cccc(C)c2C)c(C)n1,-24%,-3
CC(C)C[C@H](NC(=O)N1CCCCCC1)C(=O)O,?,nt
COc1ccc(NC(=O)C2C3C=CC(C3)C2C(=O)O)cc1 (configuration not stated),?,nt
COc1ccc(S(=O)(=O)N2CCN(C(=O)NC3CCCCC3)CC2)cc1OC,9%,13
CC(C)(C)NC(=O)CN(C(=O)C(=O)Nc1ccc2c(c1)OCCO2)C1CCCC1,?,nt
CCN(CC)S(=O)(=O)c1ccc(N2CCCC2)c(C(=O)OCC(=O)N2CCCC2)c1,?,nt
COc1nc(NC(C)(C)C)nc(Oc2ccc(=O)n(C)n2)n1,5%,1

Continued; the last 7 above are carried over.
molecule,S3 lipid droplet,S3 lipid droplet cell count max
CSc1ncc(C(=O)Nc2cccc(C)c2C)c(C)n1,-24%,-3
CC(C)C[C@H](NC(=O)N1CCCCCC1)C(=O)O,?,nt
COc1ccc(NC(=O)C2C3C=CC(C3)C2C(=O)O)cc1 (configuration not stated),?,nt
COc1ccc(S(=O)(=O)N2CCN(C(=O)NC3CCCCC3)CC2)cc1OC,9%,13
CC(C)(C)NC(=O)CN(C(=O)C(=O)Nc1ccc2c(c1)OCCO2)C1CCCC1,?,nt
CCN(CC)S(=O)(=O)c1ccc(N2CCCC2)c(C(=O)OCC(=O)N2CCCC2)c1,?,nt
COc1nc(NC(C)(C)C)nc(Oc2ccc(=O)n(C)n2)n1,5%,1
COC(=O)c1sccc1NC(=O)c1ccccc1F,?,nt
CCOC(=O)Cc1csc(NC(=S)NC(=O)c2ccccc2Br)n1,?,nt
CCc1cccc2c(/C=N/NC(=O)c3cccc(S(=O)(=O)Nc4ccccc4Cl)c3)c[nH]c12,?,nt
CN(Cc1ccco1)C(=O)Cn1ncc2c([nH]c3ccccc32)c1=O,?,nt
O=C(CCNS(=O)(=O)c1ccc(Cl)cc1)OCC(=O)N1CCN(C(=O)c2ccco2)CC1,?,nt
O=C(NCCc1c[nH]c2ccccc12)C(=O)NCC1OCCCN1S(=O)(=O)c1cc(F)ccc1F (configuration not stated),0%,3
CC1CCCCN1C(=O)C(Cc1ccccc1)N1C(=O)C2CCCCC2C1=O (configuration not stated),0%,3
COc1cc2ccccc2cc1C(=O)N1CCN(C)CC1,?,nt

Next part
molecule,S3 lipid droplet,S3 lipid droplet cell count max
Cc1ccc2cc(CCNC(=O)CCCc3ccccc3)c(=O)[nH]c2c1C,?,nt
Cc1ccc2c(c1)COc1c3ccc(C(=O)N4CCOCC4)cc3nn1-2,?,nt
CC(CN1CCCCC1)OC(=O)c1ccccc1F (configuration not stated),?,nt
O=C(c1ccc(Cn2c(=S)[nH]c3cc4c(cc3c2=O)OCO4)cc1)N1CCN(c2ccccc2)CC1,18%,13
CC(C)N(C(=S)NC1CCCCC1)c1ccccc1,8%,17
Fc1ccccc1Nc1nc(NCc2ccco2)nc(N2CCOCC2)n1,6%,-1
COCCCNCCOc1ccccc1-c1ccccc1,?,nt
Cc1ccc(CN2CCN(Cc3cccc(-n4cccn4)c3)CC2CCO)cc1 (configuration not stated),6%,-14

Further structures:
molecule,S3 lipid droplet,S3 lipid droplet cell count max
N/C(=N\OC(=O)C1CCCCC1)c1ccc(Br)cc1,i,14
O=C(COC(=O)CNC(=O)c1ccc(Cl)cc1)Nc1ccc(Cl)cc1C(F)(F)F,16%,12
COc1ccc(S(=O)(=O)N2CCCOC2CNC(=O)C(=O)NCCc2ccco2)cc1 (configuration not stated),6%,-3
NC(=O)Cc1ccc(Nc2nnc(-c3ccc(O)cc3)c3ccccc23)cc1,9%,-1
Cc1ccc(-n2ncc3c(NNC(=O)Cc4ccccc4)ncnc32)cc1,?,nt
CCC(C)NC(=O)Cn1nc(C(F)(F)F)c2c1CCCC2 (configuration not stated),-7%,-11
Cc1ccccc1NC(=S)N(Cc1cccs1)C1CCCCC1,6%,3
O=c1c(C(c2ccc(Cl)cc2)c2c(O)nc3n(c2=O)CCS3)c(O)nc2n1CCS2,?,nt

(more compounds)
molecule,S3 lipid droplet,S3 lipid droplet cell count max
CCN(c1cccc(C)c1)S(=O)(=O)c1ccc2c(c1)oc(=O)n2C,-2%,21
COc1cc(OC)cc(-c2nnc(SCc3cccc(C(=O)O)c3)o2)c1,?,nt
Cc1nn2c(N3CCN(C)CC3)c3c(nc2c1-c1ccccc1)CCCC3,-5%,11
O=C1N/C(=C/c2ccsc2)C(=O)N1c1ccccc1,6%,8
Cc1ccc2c(c1)C(O)(c1c(C)[nH]c3ccccc13)C(=O)N2 (configuration not stated),?,nt
Cc1ccccc1Cn1nnc(-c2ccc3c(c2)OCO3)n1,2%,17
CCC[C@@H]1C[C@@]1(CCC)[C@@H](NP(=O)(c1ccccc1)c1ccccc1)c1ccc(C(=O)OC)cc1,?,nt
Clc1ccc(NC2=NCCCCC2)cc1,12%,9

New compounds follow
molecule,S3 lipid droplet,S3 lipid droplet cell count max
N#C/C(=C/c1cn(-c2ccccc2)nc1-c1cccc(OCc2ccccc2)c1)C(=O)NCCCn1ccnc1,?,nt
COc1ccccc1C(=O)NNc1ncc(C)s1,?,nt
NC(=O)NC(=O)C(Nc1ccc2c(c1)CCC2)c1ccccc1 (configuration not stated),i,-14
O=C(CSc1cn(CCNC(=O)c2ccccc2)c2ccccc12)NCc1ccco1,?,nt
COc1ccccc1C(=O)N1CCN(Cc2nc(CC3CC3)no2)CC1,-1%,11
Cn1c(=O)c(=O)n(C)c2cc(S(=O)(=O)N3CCc4ccccc43)ccc21,?,nt
CCOC(=O)c1cc(C)sc1/N=C/C1=C(O)CCCC1=O,23%,nt
CC1CCN(C(=O)CSc2nnc(Cc3cccn3C)n2CCc2ccccc2)CC1,?,nt

More compounds.
molecule,S3 lipid droplet,S3 lipid droplet cell count max
CN(CCC#N)S(=O)(=O)c1cc2c3c(c1)CCN3C(=O)CC2,?,nt
CC1CN(c2nc(-c3ccccc3)nc3ccccc23)CC(C)O1 (configuration not stated),?,nt
COc1ccc(S(=O)(=O)N2CCC(C)CC2)cc1Br,18%,5
COc1c([N+](=O)[O-])c(=O)n(-c2ccccc2)c2ccccc12,?,nt
COc1ccc(-c2csc(NC(=O)c3nc(-c4ccccc4)oc3C)n2)cc1,-13%,nt
CCCN1C2CCCC1CC(NC(=O)c1cccc([N+](=O)[O-])c1)C2 (configuration not stated),22%,16
COc1cc(CN2CCNC(=O)C2CC(=O)N(C)CCC2CCOCC2)cc(OC)c1 (configuration not stated),i,nt
Cc1ccc(CC(=O)Nc2ccc(C(=O)N3CCCCC3)cc2)cc1,-26%,-8

The list goes on:
molecule,S3 lipid droplet,S3 lipid droplet cell count max
O=C(Nn1c(Cc2cccs2)nc2ccccc2c1=O)c1cccs1,?,nt
CCCn1c(Nc2ccc(Cl)cc2)nc2ccccc21,?,nt
COc1ccc(N2CC(C)Cn3c2nc2c3c(=O)n(Cc3ccccc3F)c(=O)n2C)c(OC)c1 (configuration not stated),?,nt
COc1ccccc1Cn1c(=O)c2ccccc2n2c(SCC(=O)N3CCCCC3)nnc12,-10%,-21
CCOC(=O)C1CCN(C(=O)c2c(-c3c(Cl)cccc3Cl)noc2C)CC1,i,nt
COc1cccc(C(=O)OCC(=O)c2c[nH]c3ccccc23)c1OC,?,nt
O=C(Nc1cccnc1)C1CCC(CNS(=O)(=O)c2cccc3nsnc23)CC1 (configuration not stated),?,nt
O=c1cc(NCCc2ccccc2)c2ccccc2o1,-26%,-17

Other results follow:
molecule,S3 lipid droplet,S3 lipid droplet cell count max
CCOP(=O)(OCC)c1nc(-c2cccc3ccccc23)oc1N1CCCCC1,?,nt
C=CCn1c(SCc2ccc(C#N)cc2)nnc1-c1cccc(OC)c1,?,nt
CCCCC(NC(=O)c1ccc(Cl)cc1)C(=O)O (configuration not stated),?,nt
CCOc1cc(C(=O)N(CC)CC(=O)Nc2ccc3c(c2)OCCO3)ccc1OC,-7%,13
Cc1ccc(C2c3c(oc4ccccc4c3=O)C(=O)N2c2nnc(C(C)C)s2)o1 (configuration not stated),?,nt
CCOC(=O)N1CCC(Nc2nc3ccccc3nc2NS(=O)(=O)c2ccc(Cl)cc2)CC1,?,nt
O=C(CN1CCCCC1)N/N=C/c1ccc(Cl)cc1,i,-5
CCN(CC(=O)O)S(=O)(=O)c1cc(Cl)ccc1Cl,?,nt

Screening results as filed in PubChem BioAssay.
